Screening data (PubChem BioAssay)
Pf growth 96h – P. falciparum growth inhibition at 96 hours; P. falciparum luciferase reporter growth, 96 h; Potency, µM (top dose mostly 28.7 µM), for the others: at the top dose activity change, negative = inhibition, usual class: inhibitors; actives 6.9% (n = 320,000); AID 504834; also: potency is read from the fitted curve at half-maximal effect; % is scaled to controls: 0 for no effect and ±100 for the full control effect
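P. falciparum expressing integrated firefly luciferase grown in erythrocytes (2% hematocrit, 0.05% parasitemia final) with compounds for 96 hours at 37 C, 5% CO2. Growth inhibition read as loss of luminescence after adding luciferase detection reagent.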
LmPK inh – LmPK (Leishmania mexicana) enzyme inhibition; Q27686; purified LmPK, Kinase-Glo ATP luminescence, 1 h; Potency, µM (highest dose often 57.5 µM), inactives show at the top dose activity change, negative = inhibition, usual class: inhibitors; actives 0.37% (n = 290,000); also: potency is read from the fitted curve at half-maximal effect; % is scaled to controls: 0 for no effect and ±100 for the full control effect
Target sequence (Q27686 whole entry, looked up): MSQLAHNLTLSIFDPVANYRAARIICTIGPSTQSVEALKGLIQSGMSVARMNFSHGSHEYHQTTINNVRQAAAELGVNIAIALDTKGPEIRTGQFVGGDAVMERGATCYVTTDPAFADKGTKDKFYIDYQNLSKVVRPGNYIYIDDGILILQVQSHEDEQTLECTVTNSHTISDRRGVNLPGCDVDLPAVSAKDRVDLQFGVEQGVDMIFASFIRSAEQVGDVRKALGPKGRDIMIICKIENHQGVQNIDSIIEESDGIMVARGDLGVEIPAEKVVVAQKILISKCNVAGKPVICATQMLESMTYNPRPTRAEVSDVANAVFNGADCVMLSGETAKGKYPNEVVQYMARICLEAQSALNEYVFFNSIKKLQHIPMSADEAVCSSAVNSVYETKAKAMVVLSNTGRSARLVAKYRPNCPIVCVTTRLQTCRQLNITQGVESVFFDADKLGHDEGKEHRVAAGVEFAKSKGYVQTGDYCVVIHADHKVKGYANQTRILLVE
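Screened at intermediate enzyme activity to detect both inhibitors and activators: LmPK at 0.1 nM, with a 0.5 nM enzyme column as activation reference. PEP 0.5 mM, ADP 0.1 mM; ATP detected by luminescence after 1 h.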
Shiga inhibitor – blocks Shiga toxin action in Vero cells. Vero cells, Shiga toxin protein synthesis inhibition reporter. AID 2315. actives 9.2% (n = 290,000). inhibition, % at 38.7 µM; in the data active = inhibition mostly above about 28%, no sharp cut-off; inactive = mostly below about 43%; also: 0% is about no effect
AMA1 RON2 block – disrupts binding of P. falciparum AMA1 to RON2; AlphaScreen AMA1-biotinylated RON2 peptide binding; Potency, µM (top dose mostly 58.2 µM), inactives show at the highest dose activity change, negative = inhibition, usual class: inhibitors; actives 0.2% (n = 360,000); AID 720542;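 also: potency is read from the fitted curve at half-maximal effect; 0% = vehicle wells and -100% = peptide control; nearly all actives have a fitted effect of over 45% in size; some results filed as inactive show a strong effect at the top dose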
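AMA1 (3D7) with his tag at 25 nM final met compounds first, then biotinylated RON2 peptide at 25 nM; detection used donor plus acceptor beads, 10 µg/mL apiece, read by AlphaScreen after 30 min at room temperature.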
TbPYK inhibitor – T. brucei pyruvate kinase inhibition | Q57TT1 | AID 624173 | Potency, µM (top dose mostly 76.8 µM), inactives show top-dose activity, negative = inhibition, actives largely listed as inhibitors | actives 0.12% (n = 410,000) | TbPYK enzyme, Kinase-Glo Plus ATP luminescence, 45 min; also: potency is read from the fitted curve at half-maximal effect; % is scaled to controls: 0 for no effect and ±100 for the full control effect; nearly all actives have a fitted effect of over 50% in size
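TbPYK + substrate in 50 mM TEA pH 7.2, 100 mM KCl, 10 mM MgCl2, 0.05% BSA, 0.01% Tween-20; cpd pinned; ADP 130 uM final; 45 min RT; Kinase-Glo Plus 10 min; luminescence endpoint.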
Pf growth 48h – inhibits P. falciparum growth in the first generation, 48 h. actives 5.9% (n = 310,000). Potency, µM (doses to about 28.7 µM), for the others: at the top dose activity change, negative = inhibition, most hits filed as inhibitors. P. falciparum luciferase growth in erythrocytes, 48 h; also: potency is read from the fitted curve at half-maximal effect; % is scaled to controls: 0 for no effect and ±100 for the full control effect
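Here the parasites carry a stable luciferase gene and grow inside erythrocytes in Albumax-based RPMI medium with compound for one erythrocytic cycle. Activity is scored as loss of luminescent signal.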
CHX counter – counter-screen for Shiga toxin inhibitors: cycloheximide protein synthesis inhibition; cell reporter, cycloheximide protein synthesis inhibition counterscreen; max response, %; actives 12% (n = 300,000); AID 2314; in the data active = max response mostly above about 13%, no sharp cut-off; inactive = mostly below about 14%; also: read at 38.3 µM for the half of the compounds with a filed dose; 0% is about no effect
Active calls of the source: *; i = inactive; ? = inconclusive; · = not tested or not shown; & = joins results of further samples; [ ] = remark or other dose. Unless noted, calls follow the shape of the dose curve; as a rule, active = well fitted curve in the direction sought with a large enough effect; inconclusive = small, poorly fitted or top-dose-only effect, or another doubt; inactive = no such curve, though single readings can be large; an effect the other way counts as inactive or inconclusive.

SMILES	Pf growth 96h	LmPK inh	Shiga inhibitor	AMA1 RON2 block	TbPYK inhibitor	Pf growth 48h	CHX counter
O=C(c1ccco1)N1CCN(c2ncnc3sc4c(c23)CCC4)CC1	146%[activator]	-3%	23	15%	-19%	?	-5
Cc1cnc(C(=O)Nc2ccc(S(=O)(=O)N(C(C)C)C(C)C)cc2)cn1	-21%	8%	·	-4%	-10%	-29%	2
CC(C)(C)NC(=O)NC(=O)CN1C(=O)NC(C)(c2ccccc2)C1=O (centres undefined)	-4%	-3%	-7	-17%	-3%	14%	0
Cc1onc(-c2c(F)cccc2Cl)c1C(=O)N(Cc1ccccc1)C(C)C	?	6%	-19	30%	-4%	?	-1
Fc1ccc(-c2ncc3ccccn23)cc1	?	10%	33	0%	1%	57%[activator]	33*
Cc1ccccc1NC(=O)c1ccccn1	73%[activator]	-8%	57*	60%[activator]	-5%	75%[activator]	29*
Cc1nn(CC(=O)NCCCN2CCN(Cc3ccccc3)CC2)c(=O)c2cc(-c3ccccc3)nn12	28%	1%	15	-4%	6%	?	-1
C=CC[C@H]1CC(C)=C[C@H](CC=C)N1	?	-3%	3	3%	-2%	0.93µM*	2
O=C(Cn1nc(C(F)(F)F)c2c1CCCC2)N1CCOCC1	39%[activator]	-5%	-17	-10%	6%	47%	5
CC1CCC[C@H](O)CCCCCc2cc(O)cc(O)c2C(=O)O1 (some centres undefined)	?	7%&-16%	-11&-16	7%	-13%	?	-8&-2
O=C(Nc1ccccc1C(=O)N1CCOCC1)c1ccc([N+](=O)[O-])cc1	?	2%	-6	-8%	4%	32%[activator]	0
Cc1ccc(-n2nc(-c3ccc(N)cc3)cc2N)cc1	?	-6%	61*	-2%	-1%	29%	32*
CCOc1cc(/C=C2/N=C(c3ccc4c(c3)OCO4)OC2=O)ccc1OC(C)=O	22%	·	·	2%	-1%	8%	·
CCOc1ccc(NC(=S)Nc2ccccc2C2CC2)cc1	-6%	-5%	-18	-27%	-4%	?	7
CCOC(=O)/C=C1\SCC(=O)N1CC(=O)Nc1ccccc1OC(F)F	-1%[5.75 µM]	0%	-9	-5%	1%	2%	1
CC(=O)c1cccc(NC(=O)NCc2ccccn2)c1	·	-2%	50*	47%[activator]	0%	132%[activator]	31*
Nc1cc(=O)nc(SCC(=O)Nc2ccccc2Cl)n1-c1ccccc1	34%[activator]	-4%	-17	14%	-3%	2%	-2
COc1ccc(C(=O)Nc2ccccc2C(=O)Nc2cccnc2)cc1	69%[activator]	-17%	49*	5%	-13%	5%	14
C(=N\Nc1ccc(-n2ccnc2)nn1)/c1ccccc1	·	0%	24	5%	2%	15%	0
O=C(CN1C(=O)C2CCCCC2C1=O)N1CCN(c2ccccc2)CC1 (centres undefined)	?	1%	25	-10%	3%	3%	9
Cc1cnc(NC(=O)c2cccs2)s1	293%[activator]	-2%	67*	34%[activator]	-11%	206%[activator]	29*
Cn1c(C(=O)N2CCCC2)cc2c(=O)n(C)c3ccccc3c21	-21%	2%	-10	-2%	4%	·	-4
O=C(NCCc1ccccc1)c1cccnc1N1CCCCCC1	0%[5.75 µM]	6%	26	8%	3%	-14%	-3
Cc1ccc(Br)cc1S(=O)(=O)N1CCN(c2ccccc2)CC1	23%	-8%	9	0%	-1%	13%	9
CCCCNC(=O)CSc1nc2ccc(N3CCOCC3)cc2c(=O)n1CCc1ccccc1	?	6%	-2	4%	-2%	?	2
COc1ccc(NC(=S)N(CCN2CCOCC2)Cc2cc3cc4c(cc3[nH]c2=O)OCCO4)cc1	463%[activator]	-2%	-17	-1%	-8%	-3%	-1
COc1ccc(Sc2ccc(/C=C3\C(=O)NN(c4ccccc4)C3=O)o2)cc1	13%	-8%	-16	-8%	1%	-9%	-2
Cc1ccc(C(=O)N2CCOCC2)cc1S(=O)(=O)N1CCCC1	103%[activator]	-3%	13	21%	-5%	5%	-3
COc1ccc(/C(C)=N/NC(=O)C(NC(=O)c2ccccc2)c2n[nH]c(=O)c3ccccc23)c(OC)c1 (centres undefined)	-28%	0%	-7	-3%	1%	?	-1
OCC1(CC2CCCCO2)CCN(Cc2cccc(O)c2)CC1 (centres undefined)	-12%	0%	-9	21%	1%	6%	0
Cc1ccc(C(=O)N/N=C/C2=Cc3ccccc3OC2C)cc1 (centres undefined)	?	2%	11	11%	4%	?	10
C=CCN(C(=O)c1csnn1)C(C(=O)NC1CCCC1)c1ccc(OC)cc1 (centres undefined)	15%	-2%	-4	3%	1%	-16%	-6
CCC(CC)COC(=O)C1=C(C)NC(=O)NC1c1ccc(OC)cc1 (centres undefined)	-12%	3%	·	-2%	-2%	35%	-2
Cc1ccc(NCc2nnc(SCC(=O)Nc3cccc(O)c3)n2CC2CCCO2)c(C)c1 (centres undefined)	-23%	2%	21	10%	-10%	-9%	11
O=C(Nc1ccccc1)C1CCN(C(=O)c2ccco2)CC1	-3%	-4%	-14	7%	-2%	25%	-7
N#CCN1C(=O)C2CCCN2c2ccc(S(=O)(=O)N3CCOCC3)cc21 (centres undefined)	-8%	4%	-3	1%	-4%	?	-6
Cc1cc(S(=O)(=O)N2CCOCC2)ccc1OCC(=O)Nc1cccc(C(F)(F)F)c1	41%[activator]	5%	-13	-8%	3%	?	-4
O=C(c1ccc(CSc2nc3ccncc3[nH]2)cc1)N1CCCCCC1	-19%	-26%	39	0%	2%	-28%	18*
CCOC(=O)c1cc(-c2cccs2)nc2c1c(C)nn2-c1ccccn1	?	4%	-4	7%	3%	-21%	4
O=C(CNC(=O)c1ccccc1)NCC(=O)OCc1ccc(Cl)cc1	101%[activator]	2%	-16	-3%	-3%	35%[activator]	-3
CC(C)CNC(=O)COC(=O)c1ccc([N+](=O)[O-])cc1Cl	22%	-7%	11	-2%	2%	-8%	8
O=C(NN=C1CCCC1)C1COc2ccccc2O1 (centres undefined)	?	6%	-2	44%[activator]	1%	-19%	12
CN(CCCCCNC(=O)/C=N/O)Cc1ccccc1	-5%	0%	12	·	·	11%	-3
Cc1ccc(SCC(=O)NNC(=O)c2ccccc2)cc1C	9%	2%	-3	59%[activator]	4%	13%	-2
O=C(N/N=C\c1cn[nH]c1-c1ccc(Cl)cc1)c1cccs1	12%	-3%	81*	51%[activator]	10%	19%	36*
COc1ccc(CCNC(=O)Nc2cccs2)c(OC)c1	26%	7%	11	-9%	-10%	?	-6
COc1ccc(COC(=O)c2cccc(S(=O)(=O)N3CCN(C(C)=O)CC3)c2)cc1F	?	·	·	0%	0%	?	·
CC(=O)N1CCCc2cc(S(=O)(=O)CCC(=O)Nc3cccc(C)c3C)ccc21	?	-3%	3	6%	-5%	-3%	1

Sorted by count of non-hydrogen atoms (ascending): three of the compounds above.
SMILES	Pf growth 96h	LmPK inh	Shiga inhibitor	AMA1 RON2 block	TbPYK inhibitor	Pf growth 48h	CHX counter
O=C(N/N=C\c1cn[nH]c1-c1ccc(Cl)cc1)c1cccs1	12%	-3%	81*	51%[activator]	10%	19%	36*
O=C(c1ccc(CSc2nc3ccncc3[nH]2)cc1)N1CCCCCC1	-19%	-26%	39	0%	2%	-28%	18*
Cc1cc(S(=O)(=O)N2CCOCC2)ccc1OCC(=O)Nc1cccc(C(F)(F)F)c1	41%[activator]	5%	-13	-8%	3%	?	-4

Next part
SMILES	Pf growth 96h	LmPK inh	Shiga inhibitor	AMA1 RON2 block	TbPYK inhibitor	Pf growth 48h	CHX counter
COc1ccc(S(=O)(=O)N2CCN(S(=O)(=O)c3ccc(C(F)(F)F)cc3)CC2)cc1C	12µM*	1%	-18	-8%	0%	1%	-4
COc1ccc(OC)c(N(CC(=O)N2CCC(C)CC2)S(=O)(=O)c2ccccc2)c1	?	-4%	-19	-6%	0%	?	-5
O=C(COc1ccc(/C=N/NS(=O)(=O)c2ccccc2)cc1)Nc1cccc(Cl)c1	?	-1%	-16	-4%	-4%	3%	-2
COc1ccc([C@H]2C=C(C(=O)O)O[C@@H](OCc3ccc(CO)cc3)C2)cc1	17%	-1%	-3	5%	-1%	-3%	-3
COCCn1c(SCC(=O)c2ccccc2)nc2ccccc2c1=O	-18%	4%	-19	-12%	1%	2%	-3
Cc1nc(CSc2nc3[nH]ncc3c(=O)n2-c2ccccc2)cs1	23%	-2%	-10	4%	1%	-13%	-2
C(=NC12CN3CN(CN(C3)C1)C2)c1cccs1	108%[activator]	-2%	-6	32%[activator]	-2%	40%[activator]	4
CCC(=O)O[C@H]1CC[C@H]2[C@@H]3CCC4=CC(=O)CC[C@]4(C)[C@H]3CC[C@]12C	-6%[12.8 µM]	·	·	2%	2%	-15%[12.8 µM]	·
CC(=O)N1CCN(C(=O)c2ccc(S(=O)(=O)Nc3ccccc3Cl)cc2)CC1	5%	·	·	2%	3%	-1%	·
COc1cc2oc(=O)cc(-c3ccc(-c4ccc(C)cc4)cc3)c2c(OC)c1OC	·	·	i	-6%	-7%	·	21
CN(C(=O)c1ccco1)c1nc(-c2ccc(Cl)cc2)cs1	6.6µM*	1%	22	-1%	0%	119%[activator]	25*
CCCN(CCC)C(=O)c1c(NC(=O)CC)sc2c1CCCCC2	?	2%	11	25%	9%	-12%	1
COc1cccc(-n2c(=S)[nH]c3ccccc3c2=O)c1	-12%	0%	-12	50%[activator]	-12%	?	-4
Cc1ccnc(NC2(C(F)(F)F)N=C3SCCN3C2=O)c1 (centres undefined)	-131%	-1%	-9	9%	2%	-4%	-2
CNC(=O)c1[nH]cnc1C(=O)Nc1ccccc1OC	-21%	1%	25	77%[activator]	1%	18%	7
COC(=O)C1CCN(CC(=O)Nc2ccc(OC)c(Cl)c2)CC1	?	2%	6	5%	0%	37%[activator]	13
O=C(Cn1cc2c(n1)CCCCC2)NCc1ccccc1	9%	-1%	-3	12%	-2%	·	-4
CC(=O)/C(N=Nc1c(C)n(C)n(-c2ccccc2)c1=O)=C(\C)O	7%	-14%	-15	109%[activator]	0%	·	3
Cc1ccccc1C(=O)N1CCN(CCNC(=O)C(=O)Nc2ccc(Br)cc2)CC1	?	8%	-7	-5%	-4%	-8%	10
Cc1nc2ccccc2n(CC(=O)Nc2cc(Cl)cc(Cl)c2)c1=O	13%	-5%	-6	0%	-3%	?	-3
CC1(C)c2cc(Cl)ccc2-n2c1cc(O)c(-c1ccccc1)c2=O	1%	-3%	-2	-6%	-4%	-4%	-2
COc1ccccc1OCCc1nnc(N)s1	·	-2%	-11	3%	2%	9%	-4
OCCN(Cc1ccccc1)Cc1cccc(Cl)c1Cl	13%	5%	9	1%	10%	-1%	-2
CCOC(=O)c1sc(NC(=O)c2ccc(CC)s2)nc1C	·	-2%	105*	14%	2%	80%[activator]	40*
COc1ccc(N2CCN(C(C)C(=O)N3CCCC3)CC2)cc1 (centres undefined)	43%[activator]	-11%	37	-2%	-12%	7%	-1

Compound profiles, from the list above. Screens in order: Pf growth 96h, LmPK inh, Shiga inhibitor, AMA1 RON2 block, TbPYK inhibitor, Pf growth 48h, CHX counter
Listed for O=C(NCCc1ccccc1)c1cccnc1N1CCCCCC1 → 0%[5.75 µM], 6%, 26, 8%, 3%, -14%, -3
Listed for CC(C)CNC(=O)COC(=O)c1ccc([N+](=O)[O-])cc1Cl → 22%, -7%, 11, -2%, 2%, -8%, 8
